Assay outcomes deposited in PubChem by National Center for Advancing Translational Sciences (NCATS).
LmPK inhibitor = qHTS Assay for Inhibitors of Leishmania Mexicana Pyruvate Kinase (LmPK) | Q27686 | purified LmPK, Kinase-Glo ATP luminescence, 1 h | Potency, µM (series often up to 57.5 µM), without a hit: at the top dose activity change, negative = inhibition, most hits filed as inhibitors | hit rate 0.37% among 290,000; note: potency is the fitted concentration of half-maximal effect; % is set by controls: 0 for no effect and ±100 for the full control effect
Target sequence (Q27686 whole entry, looked up): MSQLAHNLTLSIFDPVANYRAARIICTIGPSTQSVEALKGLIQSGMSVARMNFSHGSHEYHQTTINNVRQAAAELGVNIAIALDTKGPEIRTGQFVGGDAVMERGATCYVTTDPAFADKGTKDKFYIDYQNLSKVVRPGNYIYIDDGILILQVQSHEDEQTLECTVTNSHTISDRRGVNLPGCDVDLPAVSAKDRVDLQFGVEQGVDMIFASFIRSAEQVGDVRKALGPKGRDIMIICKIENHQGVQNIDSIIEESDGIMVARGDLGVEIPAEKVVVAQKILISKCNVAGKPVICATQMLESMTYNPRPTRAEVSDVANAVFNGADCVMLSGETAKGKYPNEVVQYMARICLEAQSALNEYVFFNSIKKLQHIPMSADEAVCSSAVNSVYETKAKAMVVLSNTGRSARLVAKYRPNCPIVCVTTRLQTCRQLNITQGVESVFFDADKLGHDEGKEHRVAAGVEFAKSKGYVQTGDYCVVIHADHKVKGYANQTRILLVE
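In 50 mM imidazole pH 7.2 with 7 mM MgCl2, LmPK (0.1 nM) turned over PEP (0.5 mM) and ADP (0.1 mM) for 1 h at room temperature. Luciferase read-out of ATP.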
Cycloheximide cs = Cycloheximide Counterscreen for Small Molecule Inhibitors of Shiga Toxin; cell reporter, cycloheximide protein synthesis inhibition counterscreen; max response, %; hit rate 12% among 300,000; in the data active = max response mostly above about 13%, no sharp cut-off; inactive = mostly below about 14%; note: read at 38.3 µM for the half of the compounds with a filed dose; 0% is about no effect
Pf growth 96h = Primary qHTS for delayed death inhibitors of the malarial parasite plastid, 96 hour incubation. P. falciparum luciferase reporter growth, 96 h. Potency, µM (highest dose often 28.7 µM), inactives show top-dose activity change, negative = inhibition, actives largely listed as inhibitors. hit rate 6.9% among 320,000. AID 504834, 2011; note: potency is the fitted concentration of half-maximal effect; % is set by controls: 0 for no effect and ±100 for the full control effect
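Parasite growth measured via integrated firefly luciferase reporter in P. falciparum. Infected erythrocytes at 2% hematocrit, 0.05% parasitemia final were treated 96 hours at 37 C under 5% CO2, and luminescence was read.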
TbPYK inhibitor = qHTS of Trypanosoma Brucei Inhibitors. pyruvate kinase (Trypanosoma brucei), Q57TT1. TbPYK enzyme, Kinase-Glo Plus ATP luminescence, 45 min. Potency, µM (highest dose often 76.8 µM), for the others: at the top dose activity, negative = inhibition, usual class: inhibitors. hit rate 0.12% among 410,000. AID 624173, 2012; note: potency is the fitted concentration of half-maximal effect; % is set by controls: 0 for no effect and ±100 for the full control effect; nearly all actives have a fitted effect of over 50% in size
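In this concentration-response screen, enzyme-free wells defined baseline while DMSO plates tracked drift. Each reaction combined TbPYK, substrate, compound and 130 uM ADP for 45 min at room temperature. Kinase-Glo Plus luminescence gave the signal.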
HCV inhibitor = qHTS Assay for Inhibitors of Hepatitis C Virus (HCV); AID 651820, 2012; Huh7.5.1 HCVcc-Cre infection, luciferase reporter, 44 h; hit rate 3.4% among 340,000; Potency, µM (series often up to 41.8 µM), without a hit: top-dose activity change, negative = inhibition, most hits filed as inhibitors; note: potency is the fitted concentration of half-maximal effect; % is set by controls: 0 for no effect and ±100 for the full control effect
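A cell-based infection assay in which seeded cells (1,000 per well) receive test compound after 4 h, are inoculated with HCVcc-Cre at approximately 0.5 moi, and are incubated 44 h before luminescence detection.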
Shiga toxin inh = A qHTS for Small Molecule Inhibitors of Shiga Toxin; hit rate 9.2% among 290,000; Vero cells, Shiga toxin protein synthesis inhibition reporter; inhibition, % at 38.7 µM; in the data active = inhibition mostly above about 28%, no sharp cut-off; inactive = mostly below about 43%; note: 0% is about no effect
Pf growth 48h = Primary qHTS for delayed death inhibitors of the malarial parasite plastid, 48 hour incubation; P. falciparum luciferase growth in erythrocytes, 48 h; Potency, µM (doses to about 28.7 µM), for inactives: at the highest dose activity change, negative = inhibition, hits mostly inhibitors; hit rate 5.9% among 310,000; AID 504832, 2011; note: potency is the fitted concentration of half-maximal effect; % is set by controls: 0 for no effect and ±100 for the full control effect
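Read-out is firefly luciferase luminescence from an integrated reporter in P. falciparum, so falling signal marks reduced parasite growth. Infected erythrocytes were at 2% hematocrit and 0.1% parasitemia (final) in Albumax-supplemented RPMI 1640.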
The depositor's hits bear a star; i = inactive; u = inconclusive; x = not tested or not shown; & = joins results of further samples; ! = not confirmed by another sample; [ ] = another dose, or the depositor's remark. Unless noted, calls come from the whole dose curve; as a rule, active = well fitted curve in the direction sought with a large enough effect; inconclusive = small, poorly fitted or top-dose-only effect, or another doubt; inactive = no such curve, though single readings can be large; an effect the other way counts as inactive or inconclusive. Not a hit list; 24% or so of the library scored in one or more.

SMILES	Cycloheximide cs	Pf growth 48h	HCV inhibitor	LmPK inhibitor	TbPYK inhibitor	Shiga toxin inh	Pf growth 96h
O=[N+]([O-])c1cccc(N/N=C/c2cc([N+](=O)[O-])ccc2O)c1	28*	-13%	-19%	0%	3%	49*	3%
CC(OC(=O)c1ccc(NC(=O)CC#N)cc1)C(=O)Nc1ccc2c(c1)OCCO2 (stereo unspecified)	x	u	-28%	x	-5%	x	-14%
CCn1cnc2c1c(=O)n(CC(=O)OC(C)C(N)=O)c(=O)n2Cc1ccccc1 (stereo unspecified)	0	u	21%	-1%	7%	22	u
CC(Oc1ccc(F)cc1F)C(=O)NNC(=S)NCC1CCCO1 (stereo unspecified)	-2	u	10%	-3%	-4%	-10	u
Cc1ccc(/C=N/n2c(-c3ccccc3)n[nH]c2=S)cc1	-2	10%	5%	-14%	u	x	8%
O=C(COC(=O)C1(c2ccc(F)cc2)CCCC1)N1CCNC1=O	x	u	5%	x	3%	x	-16%
CC1CCN(Cc2c(C(=O)N/N=C/c3ccc(C(C)(C)C)cc3)nnn2-c2nonc2N)CC1	-2	u	-15%	-2%	0%	-2	u
CCCCCCCNC(=O)C1(CC2CC(c3cccc(Br)c3)=NO2)CCN(C(=O)c2cc(OCC)c(OCC)c(OCC)c2)CC1 (stereo unspecified)	x	0.66µM*	u	x	7%	x	0.33µM*

Individual results from above:
Under Pf growth 96h, O=C(COC(=O)C1(c2ccc(F)cc2)CCCC1)N1CCNC1=O is listed with -16%
Under TbPYK inhibitor, CC1CCN(Cc2c(C(=O)N/N=C/c3ccc(C(C)(C)C)cc3)nnn2-c2nonc2N)CC1 is listed with 0%
Under LmPK inhibitor, Cc1ccc(/C=N/n2c(-c3ccccc3)n[nH]c2=S)cc1 is listed with -14%
Under HCV inhibitor, CCn1cnc2c1c(=O)n(CC(=O)OC(C)C(N)=O)c(=O)n2Cc1ccccc1 (stereo unspecified) is listed with 21%

The list goes on.
SMILES	Cycloheximide cs	Pf growth 48h	HCV inhibitor	LmPK inhibitor	TbPYK inhibitor	Shiga toxin inh	Pf growth 96h
CCOC(=O)N1CCN(c2cc(=O)n(-c3ccccc3C)c(=O)[nH]2)CC1	1	0%	12%	3%[11.5 µM]	4%	-13	-19%
O=C(CCl)N(c1ccccc1)c1ccccc1	-5	1.7µM*	8.9µM*	-8%	-3%	-22	4.1µM*
CC(C)CNC(=O)c1ccc(Cl)c(NC(=O)COc2ccccc2)c1	-2	-9%	x	4%	x	-1	u
CCC(N)Cc1c[nH]c2ccccc12 (stereo unspecified)	1	5%&4%	-23%	-1%	-1%&-1%	-5	0.67µM*!
O=C(NN1C(=O)C2C(c3ccccc3)C=CC(c3ccccc3)C2C1=O)c1cccc(Br)c1 (stereo unspecified)	-2	-3%	-2%	7%	-3%	18	u
COc1ccc(NC(=O)COC(=O)C(CC(C)C)N2C(=O)C3CC=CCC3C2=O)cc1Cl (stereo unspecified)	-4	4%	29%	5%	2%	10	1%
COc1cc2c(CCNC(C)=O)c[nH]c2cc1Cl	x	15%	20%	x	1%	x	12%
O=c1[nH]cnc2sc3c(c12)CCC3	1	8%	4%	-1%	-2%	8	9%

The results go on.
SMILES	Cycloheximide cs	Pf growth 48h	HCV inhibitor	LmPK inhibitor	TbPYK inhibitor	Shiga toxin inh	Pf growth 96h
CCOC(=O)C1=C(C)Nc2nnnn2C1c1ccccc1Cl (stereo unspecified)	-1	-27%	2%	3%	1%	-6	-19%
Cn1ncc2c(Nc3cccc([N+](=O)[O-])c3)ncnc21	-6	29%	0%	5%	-2%	-5	-2%
O=C(Cn1nnc(-c2ccccc2Cl)n1)N/N=C/c1ccc(-c2cccc(Cl)c2)o1	-3	-4%	1%	1%	6%	-7	15%
CCn1nc(C)c(C(=O)Nc2cc(Oc3ccc(Cl)cc3)cc([N+](=O)[O-])c2)c1C	-4	1%	u	1%	-6%	-21	x
Oc1c(I)cc(I)c2cccnc12	-3	u	-7%[8.37 µM]	0%	-8%&-12%	12	11µM*!
Cc1cccc(CC(C)NC(=O)c2cc(COc3ccc(C)c(C)c3)on2)n1 (stereo unspecified)	77*	u	u	3%	6%	98*	1%
O=C(NC(=S)Nc1ccc2oc(=O)ccc2c1)c1ccc(-c2cccc(Cl)c2Cl)o1	7	30%[activator]	1%	3%	x	-5	48%[activator]
Cc1noc(C)c1C(=O)Nc1cccc2ncccc12	-5	3%	-1%	-5%	-2%	-17	19%

Going on with the list.
SMILES	Cycloheximide cs	Pf growth 48h	HCV inhibitor	LmPK inhibitor	TbPYK inhibitor	Shiga toxin inh	Pf growth 96h
NC(=O)C1CCCN(S(=O)(=O)c2ccccc2)C1 (stereo unspecified)	5	-5%	1%	-2%	4%	17	-21%
COc1ccc(OC)c(C(=O)COC(=O)CNC(=O)c2ccccc2)c1	4	22%	-1%	0%	5%	-6	-1%
CCc1c(C)[nH]n(-c2nc(-c3ccccc3)cs2)c1=O	10	2%	-23%	6%	0%	1	5%
COc1ccc(NC(=O)c2ccco2)cc1NC(=O)c1ccc(Br)o1	1	18%	u	0%	-5%	12	u
CCCSc1nnc(NC(=O)Nc2ccccc2)s1	19*	48%[activator]	8%	-2%	27%	21	-98%
O=C(NC1C(=O)NNC1c1ccc(Cl)cc1)c1ccc(F)cc1 (stereo unspecified)	2	9%	6%	7%	-10%	-2	-22%
COc1cccc(-c2cc(=O)c3cc(NC(=O)c4ccc(N(C)C)cc4)ccc3[nH]2)c1	-8&2	10µM*	-4%	0%	3%	-13	13µM*
Cc1ccc(NC(=O)CN(C)CC(=O)Nc2ccccc2Oc2ccccc2)cc1	-2	u	24%	-14%	11%	-19	-13%

Rewritten with two lines to a compound: entries from further up
The line under a structure holds: Cycloheximide cs	Pf growth 48h	HCV inhibitor	LmPK inhibitor	TbPYK inhibitor	Shiga toxin inh	Pf growth 96h
CCc1c(C)[nH]n(-c2nc(-c3ccccc3)cs2)c1=O
 : 10	2%	-23%	6%	0%	1	5%
COc1ccc(NC(=O)c2ccco2)cc1NC(=O)c1ccc(Br)o1
 : 1	18%	u	0%	-5%	12	u

(continued)
SMILES	Cycloheximide cs	Pf growth 48h	HCV inhibitor	LmPK inhibitor	TbPYK inhibitor	Shiga toxin inh	Pf growth 96h
COc1ccc(CN(C)c2nc(-c3cccnc3)nc3ccccc23)cc1OC	10	16%	x	9%	x	15	19%
CC(C)CC(=O)N1CCC(O)(CS(=O)(=O)Cc2ccc(Cl)cc2)CC1	-3	17%	6%	-4%	x	-3	101%[activator]
CCOC(=O)Cn1c(=O)c2c(nc3n2CCCN3CCc2ccccc2)n(C)c1=O	-3	u	-22%	-1%	10%	-12	u
OCCC1CN(Cc2ccc(-n3cccn3)cc2)CCN1Cc1ccccc1 (stereo unspecified)	-2	-10%	-2%	5%	-1%	-8	8.3µM*
CN(C)c1ccc(C(=O)Nc2ccc(O)c3c(=O)cc(-c4ccccc4Cl)oc23)cc1	8&-1	u	32µM*	10%	-3%	18&4	u
CC(=O)NC(=S)NNC(=O)c1ccc(Br)cc1	12	u	u	-1%	-3%	1	-10%
O=C(O)CC(NS(=O)(=O)c1c(F)cc(F)cc1Br)c1ccccc1Cl (stereo unspecified)	4	36%[activator]	10%	0%	-15%	-13	5%
CC(=O)Nc1ccc(NC(=O)c2ccccc2N(C)S(=O)(=O)c2ccccc2)cc1	1	0%	1%	10%	-10%	x	u

New compounds follow.
SMILES	Cycloheximide cs	Pf growth 48h	HCV inhibitor	LmPK inhibitor	TbPYK inhibitor	Shiga toxin inh	Pf growth 96h
CCN(Cc1ccccc1)S(=O)(=O)c1cc(C(=O)NC2CCCCCC2)ccc1OC	7	u	u	4%	2%	7	u
S=C(Nc1ccccc1)Nc1ccc(Br)cn1	-2	7%	-9%	3%	-6%	22	-11%
CCCCNC(=O)CCNS(=O)(=O)c1ccc(C)cc1	6	4%	25%	0%	1%	-3	x
O=C1c2ccccc2C(O)(Cc2ccccc2)N1CCCN1CCOCC1 (stereo unspecified)	-2	3%	8%	0%	-6%	18	u
Cc1ccc(S(=O)(=O)NC(=O)c2ccc(F)cc2)c(C)c1	-2	-10%	18%	-16%	1%	-13	8%
CCC(C)(C)n1nnnc1C(c1cc2cc(OC)c(OC)cc2[nH]c1=O)N1CCc2ccccc21 (stereo unspecified)	17	1µM*	-4%	4%	5%	17	u
CCOC(=O)C/C(C)=N\Nc1nc(-c2ccccc2)cs1	26	x	-1%	-8%	-10%	52	18%
Cc1cccc(Nc2c3c(nc4ccccc24)CCC3)c1	-2	12µM*	u	1%	-11%	-6	u

The list goes on:
SMILES	Cycloheximide cs	Pf growth 48h	HCV inhibitor	LmPK inhibitor	TbPYK inhibitor	Shiga toxin inh	Pf growth 96h
Cc1onc(-c2c(Cl)cccc2Cl)c1C(O)c1ccc(F)cc1 (stereo unspecified)	10	x	3%	-10%	1%	4	-18%
CCCC(=O)Nc1c(O)c2ccccc2[nH]c1=O	-3	15%	1%	4%	5%	26	71%[activator]
CCCc1nnc(NC(=O)C23CC4CC(CC(C4)C2)C3)s1	3	32%[activator]	u	2%	5%	-8	30%[activator]
O=C(CN1CCN(c2ccccc2F)CC1)c1ccc(O)cc1O	1	-4%	14%	0%	-5%	-3	-11%
CCn1cc(CN2CCC(n3nccc3NC(=O)c3ccccc3C)CC2)c(C)n1	-2	-7%	3%	-5%	-3%	-11	u
O=C(COC(=O)c1ccc[nH]c1=O)NCCc1ccc(Cl)cc1Cl	79*	292%[activator]	13%	-1%	2%	98*	i
COc1ccc(NC(=O)C(=O)NCCN2CCN(C(=O)c3ccc(C)cc3)CC2)cc1	-2	-5%	10%	-5%	-2%	-7	42%
O=C(CCNC(=O)c1ccccc1)NCCCc1ccccc1	x	1%	-21%	x	-3%	x	-1%

The list goes on:
SMILES	Cycloheximide cs	Pf growth 48h	HCV inhibitor	LmPK inhibitor	TbPYK inhibitor	Shiga toxin inh	Pf growth 96h
COC(=O)C1=C(N)Oc2cc(C)n(Cc3cccnc3)c(=O)c2C1c1ccc(OC)c(OC)c1OC (stereo unspecified)	-2	-26%	4%	0%	3%	-1	-14%
COCC(C)n1c(SCc2ccc(OC)c(F)c2)nc2ccccc2c1=O (stereo unspecified)	7	u	u	-2%	5%	5	u
COC(=O)c1cn(CCC#N)nc1-c1ccc2ccccc2c1	-1	16%	u	0%	-12%	-10	u
CCN(c1ccc(NC(=O)COC(=O)c2ccc(C)c(S(=O)(=O)N3CCOCC3)c2)cc1)C(C)C	12	-16%	11%	7%	-10%	46	7%
CC(=O)c1cccc(NC(=O)N2CCCC2C(=O)NCc2ccccc2)c1 (stereo unspecified)	3	14%	13%	5%	-2%	-11	30%[activator]
CCn1cc(C(=O)Nc2ccc(OC)c(OC)c2)c2cc(OC)c(OC)cc2c1=O	-7	x	-23%	3%	6%	2	x
O=C(CN1CCCCC1)Nc1cccc(Cl)c1	10	u	-15%	-3%	-2%	-7	3%
Cc1nn(CC(O)COc2ccc3c(c2)CCC3)c(C)c1C (stereo unspecified)	9	4%	u	0%	u	14	x
